# High-throughput results deposited in PubChem BioAssay by several laboratories.
# TNAP inh no acc = blocks human TNAP activity with no phosphate acceptor present | 200,000 compounds, 0.26% hits | inhibition, % at 20 µM | purified TNAP, CDP-star luminescence, 30 min | P05186;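 active = tissue-nonspecific alkaline phosphatase inhibition above about 50% at 20 µM in the single-dose screen, limit read from the data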;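 note: 0% = DMSO negative control and 100% = EDTA positive control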
# Target sequence (P05186 whole entry, looked up): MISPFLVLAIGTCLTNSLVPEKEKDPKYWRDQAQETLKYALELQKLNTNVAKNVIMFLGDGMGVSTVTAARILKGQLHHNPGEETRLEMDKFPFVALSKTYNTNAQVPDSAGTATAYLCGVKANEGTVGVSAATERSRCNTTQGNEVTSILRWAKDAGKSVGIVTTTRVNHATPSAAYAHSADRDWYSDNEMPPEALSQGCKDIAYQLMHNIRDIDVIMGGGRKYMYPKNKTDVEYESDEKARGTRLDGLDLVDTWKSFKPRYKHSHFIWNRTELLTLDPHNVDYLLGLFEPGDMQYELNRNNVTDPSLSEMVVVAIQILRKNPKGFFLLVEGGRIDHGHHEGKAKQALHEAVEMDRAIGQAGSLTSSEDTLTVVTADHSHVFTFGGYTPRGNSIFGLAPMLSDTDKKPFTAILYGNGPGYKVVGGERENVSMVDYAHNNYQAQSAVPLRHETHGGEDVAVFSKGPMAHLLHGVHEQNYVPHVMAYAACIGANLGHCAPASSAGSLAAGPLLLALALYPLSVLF
# bIAP activator = intestinal alkaline phosphatase (bovine) activation. purified bovine IAP, CDP-star luminescence, 30 min; active compounds read high; fold of DMSO-control signal, blank-subtracted. activation factor at 20 µM. 200,000 compounds, 0.17% hits. AID 1016;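 active = activation factor of 2 or more at 20 µM, a signal rise over negative controls twice the positive control's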
# TNAP act hi DEA = increases human TNAP activity under high phosphate acceptor concentration | P05186 | 200,000 tested, under 10 active | activation factor at 20 µM | purified TNAP, CDP-star luminescence, 1 M DEA, 30 min; active compounds read high; 0 = EDTA background, 1 = DMSO-only activity;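 active = activation factor at least 2 at 20 µM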
#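 system = human TNAP | amount = enzyme diluted 1/800 final | reagent = 100 µM CDP-star substrate | signal = luminescent substrate turnover signal | dosing = one dose, 20 µM | benchmarks = EDTA negative control, DMSO positive control | measure = activation factor | timing = 30 min reaction, room temperature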
# PPARg SRC3 recr = PPARgamma-driven SRC-3 recruitment agonism | P37231 | biochemical PPARgamma/SRC-3 coactivator recruitment assay | activation, % at 8 µM | 200,000 compounds, 0.26% hits | AID 731; in the data active = activation above about 23%;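 note: 0% = DMSO and 100% = reference agonist; some compounds past the cut are filed as inactive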
# Target sequence (P37231 whole entry, looked up): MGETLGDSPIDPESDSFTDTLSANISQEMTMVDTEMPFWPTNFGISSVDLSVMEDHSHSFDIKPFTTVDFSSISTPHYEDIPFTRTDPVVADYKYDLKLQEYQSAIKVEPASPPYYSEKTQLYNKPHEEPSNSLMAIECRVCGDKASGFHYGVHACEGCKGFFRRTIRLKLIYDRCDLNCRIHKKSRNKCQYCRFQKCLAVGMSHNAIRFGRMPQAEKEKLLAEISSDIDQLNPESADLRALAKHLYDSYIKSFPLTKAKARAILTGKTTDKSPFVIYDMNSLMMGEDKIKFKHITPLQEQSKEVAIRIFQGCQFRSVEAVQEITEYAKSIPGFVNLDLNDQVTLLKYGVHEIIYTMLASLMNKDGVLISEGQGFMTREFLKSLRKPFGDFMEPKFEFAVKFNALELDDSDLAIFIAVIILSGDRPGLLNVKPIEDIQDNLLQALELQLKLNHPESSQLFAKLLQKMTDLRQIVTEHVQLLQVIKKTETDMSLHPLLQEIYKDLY
# bIAP inh = blocks bovine intestinal alkaline phosphatase activity; inhibition, % at 20 µM; 190,000 tested, under 10 active; purified bovine IAP, CDP-star luminescence, 30 min;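 active = over 50% inhibition of intestinal alkaline phosphatase at 20 µM in the single-dose screen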
#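 Assay system: bovine IAP enzyme; medium: DEA buffer 100 mM, pH 9.8, with MgCl2 1.0 mM, ZnCl2 0.02 mM; doses: 20 µM single dose; incubation: enzyme reaction for 30 min at room temperature; detection: CDP-star luminescence signal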
# TR-FRET SRC-2 ct = TR-FRET artefact, counter-screen to PPARgamma/SRC-2 agonist assay; active compounds read high; TR-FRET ratio at 8 µM; 200,000 compounds, 0.4% hits; in the data active = TR-FRET ratio above about 2000; note: inactives centre near 1500
# PPARg SRC1 recr = agonists of human PPARgamma SRC-1 coactivator recruitment | P37231 | activation, % at 8 µM | PPARgamma-SRC-1 coactivator recruitment biochemical assay | AID 631 | 200,000 compounds, 0.41% hits; in the data active = activation above about 19%;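 note: 0% = DMSO and 100% = reference agonist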
# HMGR II inh = blocks class II HMG-CoA reductase of Enterococcus faecalis; purified E. faecalis HMGR, NADPH absorbance 340 nm kinetic; inhibition, % at 10 µM; 190,000 compounds, 0.41% hits; AID 1066;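 active = inhibition above a set limit, the median over all tested compounds plus 3 SD, cut at about 9.5% in these data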;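 note: enzyme runs in reverse so mevalonate oxidation gives rising NADPH absorbance; 0% = complete reaction with DMSO and 100% = background rate lacking mevalonate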
# PPARg SRC2 recr = agonists of SRC-2 recruitment by human PPARgamma. P37231. PPARgamma LBD-SRC-2 recruitment, biochemical. activation, % at 8 µM. 200,000 compounds, 0.34% hits. AID 1032; in the data active = activation above about 22%;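 note: 0% = vehicle and 100% = reference agonist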
# TNAP inh hiacc = blocks human TNAP under high phosphate acceptor concentration; inhibition, % at 20 µM; 200,000 compounds, 0.03% hits; AID 1135; purified TNAP, CDP-star luminescence, 1 M DEA; P05186;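 active = over 50% inhibition of tissue-nonspecific alkaline phosphatase at 20 µM in the single-dose screen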;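 note: plate controls were DMSO wells for no effect and EDTA-quenched wells as full inhibition for full effect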
# The depositor's hits bear a star; · = not tested or not shown; & = joins results of further samples.
smiles	TNAP inh no acc	bIAP activator	TNAP act hi DEA	PPARg SRC3 recr	bIAP inh	TR-FRET SRC-2 ct	PPARg SRC1 recr	HMGR II inh	PPARg SRC2 recr	TNAP inh hiacc
COc1cccc(/C(O)=C2\C(=O)C(=O)N(c3ccccn3)C2c2ccccc2OC)c1 (stereo not drawn)	-4	1	1	6	-1	1641	13	0	5	-3
O=S(=O)(Cc1ccccc1)c1ccccc1-c1nnc(-c2ccccc2)o1	-4	0.9	1	8	9	1550	-3	-1	2	1
Cc1nnc(NC(=O)CSc2nnc3scc(-c4ccc(C)c(C)c4)n23)s1	-10	0.8	1.1	-1	17	1709	10	0	-2	-5
CC1=C(C(=O)OCC(C)C)[C@]23C(=O)c4ccccc4[C@@]2(O1)OC(N)=C3C#N	-1	0.9	1	12	6	1611	2	-3	3	-1
CCCOc1ccc(N2C(=O)CC(N3CCC(O)(c4cccc(C(F)(F)F)c4)CC3)C2=O)cc1 (stereo not drawn)	-20	1	1.1	7	1	1627	1	-8	4	-7
O=C(COC(=O)c1cc(S(=O)(=O)N2CCOCC2)ccc1O)NCC1CCCO1 (stereo not drawn)	-10	1	1	-7	5	1415	-2	-1	-4	-2
COc1ccc2nc(NC(=O)CSc3nc(SC)ns3)sc2c1	12	1.1	1	1	-5	1613	-4	2	-9	-5
COc1ccc(C2CC(c3cccs3)=NN2C(=O)CSC2=NN3CCCC(=O)N=C3S2)cc1 (stereo not drawn)	-6	1	1	3	-3	1670	3	-4	7	-3
COc1ccc(Br)cc1CN(C)CC(=O)NCCc1ccccc1	-3	1.1	1	-3	-6	1458	-3	0	-4	2
CC1(C)CC(=O)C2=C(C1)N(c1cccnc1)C(N)=C(C#N)C2c1cccs1 (stereo not drawn)	-8	1	1	1	1	1548	-5	-1	0	-2
CC(=O)OCC[n+]1c(C)n(-c2ccccc2)c2ccc(Cl)cc21	-9	1	1	-6	-1	1471	5	-3	-5	-1
O=C(NCCc1ccncc1)Nc1ccc(Cl)c(Cl)c1	-24	0.9	1.1	7	6	1497	3	4	7	-7
COc1ccc(C2Nc3ccccc3C(=O)N2Cc2ccco2)cc1CN1C(=O)c2ccccc2C1=O (stereo not drawn)	-8&-4	1&1.2	1.1&1	-4&0	2&-18	1546&1852	7&0	2&-2	-13&2	-6&-2
Cn1c(SCC(=O)NC2CCCCC2)nnc1-c1cccc(N)c1	-7	1.1	1	15	-8	1691	4	0	20	-2
O=C(Nc1cccc(Cl)c1)c1cc([N+](=O)[O-])ccc1N1CCN(CCO)CC1	-5	1	1	-3	5	1839	7	-5	5	2
CSCCC1NC(=O)NC1=O (stereo not drawn)	-12	0.9	1	·	5	·	·	-10	·	-4
CC(C)CC(c1nnnn1C1CCCC1)N1CCN(c2ccccc2F)CC1 (stereo not drawn)	-8	1	1	7	1	1573	4	-1	11	0
COCC(=O)N1CCCC(C(=O)c2ccc(-c3ccccc3)c(F)c2)C1 (stereo not drawn)	-9	1	1.1	-1	3	1666	0	0	3	-8
O=c1[nH]c(CN2CCN(S(=O)(=O)c3ccc4ccccc4c3)CC2)nc2ccccc12	-3	1.1	1	2	-11	1422	-12	-1	5	-3
CCOc1cc(/C=N/NC(=O)c2ccc(=O)n(C)c2)ccc1O	-8	1	1.1	2	3	1457	9	3	4	-6
CCN=C(Nc1ccc2c(c1)OCO2)SC1CC(=O)N(c2ccccc2F)C1=O (stereo not drawn)	-15	0.9	1.1	2	7	1279	6	2	15	-7
CCOc1cc(/C=N/Nc2nc(N3CCCC3)nc(N3CCCC3)n2)ccc1O	-5	1.3	1	18	-30	1564	4	3	6	0
COc1ccc(S(=O)(=O)N(CCCN2CCCC2=O)Cc2cc3cc(C)c(C)cc3[nH]c2=O)cc1	-10	1	1.1	-2	2	1458	0	1	-7	-9
CCOC(=O)C1CCN(C(=O)c2cccc(S(=O)(=O)Nc3ccc(C)cc3C)c2)CC1	-8	1.2	1	-2	-17	1610	-2	0	-3	-2
N#Cc1ccc(C(=O)Nc2ccc(S(=O)(=O)NC3=NCCCCC3)cc2)cc1	-13	0.8	1	4	17	1707	4	-6	3	-1
Cc1ccc(Cc2nnc3n(-c4cccc(C)c4)nc(C(=O)c4ccccc4)n3c2=O)cc1	-5	0.9	1	1	10	1695	2	-5	8	2
COc1ccc(NC(=O)c2ccc3c(c2)NC(=O)CS3)cc1S(=O)(=O)Nc1ccc(Br)cc1	-8	0.9	1	-2	9	1402	-1	-3	5	-2
C/C(=N\Nc1ccccn1)c1ccc(OC(F)F)cc1	-4	0.9	1	-4	13	1479	1	2	3	0
COc1ccc(CNc2cccc(F)c2)cc1Br	-30	0.6	1	0	44	1265	5	-10	2	-2
O=C(c1ccc(COc2ccc(Cl)cc2)o1)N1N=C(C(F)F)CC1(O)C(F)F (stereo not drawn)	-18	1.1	1	3	-6	1512	2	-5	0	1
Cc1cc(C(F)(F)F)nn1CC(=O)NNC(=S)Nc1ccc(F)cc1	-16	1.6	1.1	-9	-58	1579	0	2	2	-5
CC1(C)Cc2c(C#N)c(N3CCN(C(=O)c4ccco4)CC3)nc(-c3ccco3)c2CS1	-9	0.8	1	18	23	1581	4	-9	15	-2
O=C(Nc1ccc(CN2CCCCC2)cc1)c1cc(Br)ccc1Cl	-7	0.9	1	4	11	1714	12	0	8	-4
CCOC(=O)c1c(Nc2ccc(Cl)cc2)sc(/C=C2\C=Nc3ccccc32)c1O	3	0.7	1	4	27	1544	10	-1	6	4
COC(=O)c1ccccc1NC(=O)CNc1cc(Cl)ccc1N1CCOCC1	0	1	1.1	11	-4	1799	8	-6	10	-8
Cc1cc2c(N=O)c(NO)ccc2[nH]1	7	0.7	0.9	30*	28	1595	17	-3	15	6
O=C(Nc1ccc2c(c1)OCO2)c1ccc(Br)o1	-10	0.7	1	-3	26	1486	-4	3	14	0
O=C(Cc1ccccc1[N+](=O)[O-])NCc1ccncc1	-9	0.9	1	-2	8	1750	7	-2	7	-4
C/C(=C\c1ccccc1)C(=O)n1nnc2ccccc21	-5	1	1	4	5	1496	6	-2	-1	-3
O=c1oc2ccc3ccccc3c2c2c1SC(C(F)(F)F)C2 (stereo not drawn)	-13	0.9	1.1	-7	8	1643	4	-1	-2	-6
Cc1[nH][nH]c(=O)c1C=NCc1cccnc1	-8	1	1.1	-1	-3	1630	-2	-6	-4	-6
Cc1ccc(C(=O)Oc2coc(CSc3nnc(NC(=O)C4CC4)s3)cc2=O)cc1C	3	0.8	1	4	22	1417	4	-4	-10	1
Cc1cc(C)nc(/N=C(\N)N2CCCCCC2)n1	-16	0.9	1	4	5	1536	3	-1	0	-3
Cc1cc(Br)ccc1SCC(=O)OCC(=O)NC1CCCC1	-6	0.9	1	6	6	1626	4	5	0	-4
CCOc1ccc(NC(=O)N[C@@H](CCSC)C(=O)OC)cc1	-10	0.9	1	1	7	1470	-2	-4	1	-2
C=C(C)Cn1c(CCNC(=O)CCC)nc2ccccc21	-4	0.9	1	3	9	1722	-1	-9	1	1
O=C(CCC1CCCN(C(=O)Cc2cccc(F)c2)C1)N1CCN(c2ccccn2)CC1 (stereo not drawn)	2	1.3	1	-1	-30	1721	3	-1	-1	-1
CN(CC(=O)NC1CCCCCC1)S(=O)(=O)c1cnc[nH]1	0	1	1	6	0	1471	2	1	7	3
ClCc1nnc(-c2cc3c(s2)CCCC3)o1	-7	0.9	1	0	9	1465	11	4	4	0
CC1=C(C)C(=O)OC(C(C)C2CCC3C4CC=C5CC(OC6OC(COC7OC(CO)C(O)C(O)C7O)C(O)C(O)C6O)CC(O)C5(C)C4CCC23C)C1 (stereo not drawn)	-8	1	1	-2	-5	1566	6	3	-5	-4
CCC(=O)N1CCc2cc(S(=O)(=O)NCCCOC)ccc21	-8	1	1.1	-9	1	1418	-4	2	-3	-8
NC(=O)COC(=O)c1ccc(Cl)c(S(=O)(=O)N2CCN(c3ccc(F)cc3)CC2)c1	6	1	1	5	-4	1759	-2	-5	7	1
CCCn1nc2cc(C(=O)NCc3ccccc3)ccc2c1OCC	-12	1.1	1.1	2	-8	1473	-4	-2	-3	-11
COc1cccc(OCCCCN2CC(C)OC(C)C2)c1 (stereo not drawn)	-9	0.9	1	0	10	1651	2	-3	-1	-5
COc1cc2cc(C(c3nnnn3C(C)(C)C)N3CCC(C)CC3)c(=O)[nH]c2cc1OC (stereo not drawn)	-4	1	1	5	0	1703	1	-3	1	-1
O=C(c1csc2c1CCCCC2)N1CCN(c2ncccn2)CC1	-11	1.1	1.1	-2	-7	1534	7	-1	0	-5
Cc1ccc(C(=O)OCC(=O)c2ccc(Cl)s2)s1	-9	0.9	1.1	7	9	1642	4	0	5	-5
CS(=O)(=O)N(CC(=O)Nc1cccc([N+](=O)[O-])c1)c1ccccc1F	-2	1	1	3	2	1364	-4	-4	1	0
O=C(CSc1nc2ccccc2n1S(=O)(=O)c1ccccc1)N1CCCC1	4	1	1	-1	0	1545	0	-2	1	0
COc1ccc(-c2csc(NC(=O)c3ccc(N4C(=O)CCC4=O)cc3)n2)cc1	-11	1	1.1	8	2	1560	4	-4	8	-6

# Complete entries as entered above. Order of screens: TNAP inh no acc	bIAP activator	TNAP act hi DEA	PPARg SRC3 recr	bIAP inh	TR-FRET SRC-2 ct	PPARg SRC1 recr	HMGR II inh	PPARg SRC2 recr	TNAP inh hiacc
# O=C(c1csc2c1CCCCC2)N1CCN(c2ncccn2)CC1 across the screens: -11	1.1	1.1	-2	-7	1534	7	-1	0	-5
# O=C(CSc1nc2ccccc2n1S(=O)(=O)c1ccccc1)N1CCCC1 across the screens: 4	1	1	-1	0	1545	0	-2	1	0
# COc1cc2cc(C(c3nnnn3C(C)(C)C)N3CCC(C)CC3)c(=O)[nH]c2cc1OC (stereo not drawn) across the screens: -4	1	1	5	0	1703	1	-3	1	-1

# (more compounds)
smiles	TNAP inh no acc	bIAP activator	TNAP act hi DEA	PPARg SRC3 recr	bIAP inh	TR-FRET SRC-2 ct	PPARg SRC1 recr	HMGR II inh	PPARg SRC2 recr	TNAP inh hiacc
CCCNC(=O)c1ccccc1NC(=O)c1ccccc1SC	2	1	1	-3	2	1421	10	-7	-5	-5
COc1ccc(COc2cc(-c3cccc(OC)c3)nc3ccc(NC(=O)c4ccc(N(C)C)cc4)cc23)cc1	-5	1	1	2	0	1698	8	-8	13	-2
Cc1cc(C)nc(/N=C2\NC(=O)CC(C(=O)O)N2CCc2c[nH]c3ccccc23)n1 (stereo not drawn)	-12	0.9	1.1	7	7	1640	0	-1	8	-6
O=C(c1ccccc1F)N1CCN(c2cnn(-c3cccc(Cl)c3)c(=O)c2Cl)CC1	-4	0.8	1	1	22	1335	2	-3	4	-2
CCCNC(=O)C1CC(=O)N(c2ccc(OCC)cc2)C1 (stereo not drawn)	-18	0.9	1.1	2	9	1379	8	-5	8	-6
CC1CCN(S(=O)(=O)c2ccc(NC(=O)Cc3ccccc3)cc2)CC1	-12	0.4	1	6	·	1595	6	1	9	3
CCC(C)NC(=O)C1CCN(S(=O)(=O)c2ccc(OC)cc2)CC1 (stereo not drawn)	-6	0.9	1	6	7	1467	1	-1	9	0
